RORg inh – qHTS for inhibitors of ROR gamma transcriptional activity | actives 5.4% (n = 310,000) | Nuclear receptor ROR-gamma (Mus musculus), P51450 | AID 2551, 2010 | Drosophila S2 Gal4-RORgamma UAS-luciferase reporter, 20 h | Potency, µM (highest dose often 53.6 µM), inactives show at the top dose activity change, negative = inhibition, hits mostly inhibitors; note: potency is the fitted concentration of half-maximal effect; % is set by controls: 0 for no effect and ±100 for the full control effect; nearly all actives have a fitted effect of over 60% in size
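Luciferase reporter read in Schneider cells carrying Gal4-RORγ (mouse) and UAS-Photinus luciferase; cells given compound 1 h before 700 uM copper sulfate induction, then incubated 20 h at ambient temperature.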
FLuc counter – qHTS profiling assay for firefly luciferase inhibitor/activator using purifed enzyme and Km concentrations of substrates (counterscreen for miR-21 project) | Luciferin 4-monooxygenase (Photinus pyralis), P08659 | purified FLuc, Km substrates, luminescence inhibition | Potency, µM (titrated, usually from 57.5 µM), for inactives: at the highest dose activity change, negative = inhibition, most hits filed as inhibitors | actives 6.9% (n = 360,000) | AID 588342, 2011;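 note: potency is the fitted concentration of half-maximal effect; plate controls were vehicle for no effect and reference inhibitor for full effect; nearly all actives have a fitted effect of over 55% in size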
Target sequence (P08659 whole entry, looked up): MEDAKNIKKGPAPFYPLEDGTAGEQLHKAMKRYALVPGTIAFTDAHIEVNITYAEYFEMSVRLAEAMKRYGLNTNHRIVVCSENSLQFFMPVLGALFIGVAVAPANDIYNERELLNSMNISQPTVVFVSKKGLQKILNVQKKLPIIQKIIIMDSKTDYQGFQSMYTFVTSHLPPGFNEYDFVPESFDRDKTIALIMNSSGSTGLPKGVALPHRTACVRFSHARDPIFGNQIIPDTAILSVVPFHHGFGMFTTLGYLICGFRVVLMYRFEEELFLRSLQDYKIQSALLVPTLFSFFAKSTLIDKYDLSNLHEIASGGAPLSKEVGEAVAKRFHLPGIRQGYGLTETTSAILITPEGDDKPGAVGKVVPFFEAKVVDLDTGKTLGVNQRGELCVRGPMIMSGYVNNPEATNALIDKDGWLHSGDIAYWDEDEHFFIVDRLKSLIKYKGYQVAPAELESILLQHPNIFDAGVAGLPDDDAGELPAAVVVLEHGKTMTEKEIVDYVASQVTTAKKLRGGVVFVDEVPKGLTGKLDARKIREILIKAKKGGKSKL
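Purified P. pyralis luciferase (10nM final) with 10uM D-luciferin and 10uM ATP (Km levels) in 50mM Tris acetate pH 7.5, 10mM Mg acetate, 0.01% Tween-20, 0.05% BSA; qHTS 6-point titration, ~60 µM downward; luminescence read.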
Rab9 promoter act – qHTS Assay for Rab9 Promoter Activators; Huh7 Rab9 promoter-luciferase reporter, luminescence, 24 h; Potency, µM (doses to about 9.22 µM), without a hit: at the top dose activation, negative = inhibition, actives largely listed as activators; actives 2.8% (n = 320,000); AID 485297, 2010; note: potency is the fitted concentration of half-maximal effect; % of control where 0% means no effect; nearly all actives have a fitted effect of over 60% in size
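Cells were plated at 1500 per well in reduced-serum medium with 10% FBS and left 2 h. Compound in DMSO was then added for 24 h at 37 °C. Reporter signal was read by luminescence after 10 min with luciferase detection reagent.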
Gal4-VP16 FLuc – VP16 counterscreen qHTS for inhibitors of ROR gamma transcriptional activity | actives 3.5% (n = 310,000) | Potency, µM (top dose mostly 53.6 µM), inactives show at the highest dose activity, negative = inhibition, most hits filed as inhibitors | Drosophila S2 Gal4-VP16 UAS-luciferase, luminescence, 20 h;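 note: Gal4-VP16 expression switched on by copper sulfate through the metallothionein promoter; potency is the fitted concentration of half-maximal effect; % is set by controls: 0 for no effect and ±100 for the full control effect; nearly all actives have a fitted effect of over 50% in size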
NPC1 promoter act – qHTS Assay for NPC1 Promoter Activators; Potency, µM (titrated, usually from 9.22 µM), for inactives: at the top dose activation, actives largely listed as activators; Huh7 NPC1 promoter luciferase reporter, 24 h; actives 2.4% (n = 320,000);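 note: potency is the fitted concentration of half-maximal effect; % of control where 0% means no effect; nearly all actives have a fitted effect of over 60% in size; reporter is driven by a mutant NPC1 promoter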
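Readout is luciferase luminescence, reflecting NPC1 promoter activation in stably transfected Huh7 cells after 24 h compound exposure at 37 °C in reduced-serum medium with 10% FBS.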
ELG1 DNA repair – qHTS screen for small molecules that inhibit ELG1-dependent DNA repair in human embryonic kidney (HEK293T) cells expressing luciferase-tagged ELG1. HEK293T ELG1-luciferase reporter, luminescence, 16 h; DNA damage induced by 5-fluorouridine. Potency, µM (series often up to 46.1 µM), without a hit: at the top dose activity change, negative = inhibition, actives largely listed as inhibitors. actives 2.3% (n = 330,000); note: potency is the fitted concentration of half-maximal effect; % is set by controls: 0 for no effect and ±100 for the full control effect; nearly all actives have a fitted effect of over 55% in size
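HEK293T cells expressing luciferase-tagged ELG1 (2,000/well) received 5-Fluorouridine plus compound or DMSO for 16 hr at 37 °C. Luciferase was read by ONE-Glo luminescence after 30 min at room temperature.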
p53 reactivator – qHTS assay for re-activators of p53 using a Luc reporter. actives 0.063% (n = 320,000). H1299 p53-A138V BP100-luciferase reporter, luminescence, 24 h. AID 504706, 2011. Potency, µM (titrated, usually from 92.2 µM), inactives show top-dose activity change, positive = activation, most hits filed as activators; note: potency is the fitted concentration of half-maximal effect; % of control where 0% means no effect; nearly all actives have a fitted effect of over 45% in size
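p53-null H1299 cells stably carrying temperature-sensitive p53-A138V and a BP100-luciferase reporter were pinned with compounds (4-point, 1:5 series) and held 24 hrs at 37 deg C. Luminescence was read 10 min after detection reagent.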
Tb PFK block – qHTS Assay to Find Inhibitors of T. brucei phosphofructokinase. ATP-dependent 6-phosphofructokinase (Trypanosoma brucei brucei), O15648. T. brucei PFK, ADP-Glo luminescence. Potency, µM (doses to about 57.5 µM), without a hit: at the top dose activity, negative = inhibition, hits mostly inhibitors. actives 0.17% (n = 330,000). AID 485367, 2010;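 note: potency is the fitted concentration of half-maximal effect; 0% = uninhibited 1x PFK enzyme wells and -100% = no-enzyme wells; nearly all actives have a fitted effect of over 60% in size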
Target sequence (O15648 whole entry, looked up): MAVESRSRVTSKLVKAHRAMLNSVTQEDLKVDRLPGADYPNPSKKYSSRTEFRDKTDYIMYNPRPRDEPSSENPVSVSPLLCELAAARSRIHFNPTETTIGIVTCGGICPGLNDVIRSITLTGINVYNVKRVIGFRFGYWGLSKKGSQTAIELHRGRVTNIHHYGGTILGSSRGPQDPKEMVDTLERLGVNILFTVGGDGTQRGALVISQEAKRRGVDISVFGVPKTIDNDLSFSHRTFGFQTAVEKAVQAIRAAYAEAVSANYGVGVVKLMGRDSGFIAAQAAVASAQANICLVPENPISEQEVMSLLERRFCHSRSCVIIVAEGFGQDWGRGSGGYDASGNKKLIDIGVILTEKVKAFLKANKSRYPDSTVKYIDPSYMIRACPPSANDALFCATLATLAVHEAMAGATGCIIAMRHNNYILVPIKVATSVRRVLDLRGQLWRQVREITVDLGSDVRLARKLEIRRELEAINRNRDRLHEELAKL
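Compounds were pin-transferred as a titration series up to 57 uM into substrate buffer (0.5 mM F6P, 0.1 mM ATP, pH 8.0), then 1.25 nM PFK was added and reactions ran 45 min before ADP-Glo detection.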
ELG1 genotoxic – qHTS screen for small molecules that induce genotoxicity in human embryonic kidney (HEK293T) cells expressing luciferase-tagged ELG1; actives 1.3% (n = 330,000); AID 504466, 2011; Potency, µM (titrated, usually from 46 µM), without a hit: at the top dose activity change, positive = activation, most hits filed as activators; HEK293T ELG1-luciferase reporter, luminescence, 16 h; note: potency is the fitted concentration of half-maximal effect; % of control where 0% means no effect; nearly all actives have a fitted effect of over 60% in size
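Luminescence read-out: rising ELG1-luciferase signal, reflecting elevated ELG1 protein under genetic stress, flags genotoxic compounds. Cells were treated for 16 hr at 37 °C before ONE-Glo detection.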
BRCA1 expr act – qHTS Assay to Identify Small Molecule Activators of BRCA1 Expression | MCF7-BRCA1-FFLuc reporter, luminescence, 48 h; response scale: scaled: vehicle 0%, 10 µM genistein 100% | Potency, µM (titrated, usually from 46.1 µM), for inactives: at the top dose activation, actives largely listed as activators | actives 1.1% (n = 380,000) | AID 624202, 2012; note: potency is the fitted concentration of half-maximal effect; nearly all actives have a fitted effect of over 80% in size; some results filed as inactive show a strong effect at the top dose
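Activators of BRCA1 expression were detected as increased firefly luciferase luminescence in engineered MCF7 cells after 48 h compound incubation. Signals were scaled to genistein 10 microM as full activation.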
TRPV1 agonist – HTS Assay for Compounds that Act as Agonists of the Vanilloid Receptor 1. TRPV1-expressing cells, Fluo-8 calcium influx, agonist mode. actives 0.19% (n = 320,000). Transient receptor potential cation channel subfamily V member 1 (Homo sapiens), Q8NER1. activation, % at 8.33 µM; in the data active = activation above about 80%; inconclusive = between about 30% and that limit; note: 0% is about no effect
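Cells expressing TRPV1 were dye-loaded with Fluo-8 and read kinetically: 10 s baseline, 3 min after compound (agonist portion), then 2 min after EC20 capsaicin (allosteric enhancer portion). Calcium-bound dye fluorescence at 480/520 nm.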
* marks the source's active call; other numbers are inactive results; u = inconclusive; x = no result given. Unless noted, calls come from the whole dose curve; as a rule, active = well fitted curve in the direction sought with a large enough effect; inconclusive = small, poorly fitted or top-dose-only effect, or another doubt; inactive = no such curve, though single readings can be large; an effect the other way counts as inactive or inconclusive. Rows were taken by chance; about 15% have a hit in one of these screens.

Under each structure – RORg inh	FLuc counter	Rab9 promoter act	Gal4-VP16 FLuc	NPC1 promoter act	ELG1 DNA repair	p53 reactivator	Tb PFK block	ELG1 genotoxic	BRCA1 expr act	TRPV1 agonist
- COc1ccc(C2NC(=S)N(c3ccccc3)C(C)=C2C(=O)Nc2ccccc2)cc1 (centres undefined)
  0.0%	u	8.9%	u	2.9%	-0.4%	9.5%	-5.9%	-2.5%	-23.8%	-6.4
- Cn1c(C2=C(O)CN(c3ccc4c(c3)OCCO4)C2=N)nc2ccccc21
  4.3%	-11.9%	1.3%	6.5%	6.7%	-3.6%	4.3%	-2.3%	7.5%	20.1%	-0.9
- COc1ccc(CN2C(=O)C(Cc3ccccc3)Nc3ncnc(N4CCCCC4)c32)cc1 (centres undefined)
  x	-0.5%	-2.3%	x	-5.9%	u	4.2%	-7.0%	-8.8%	-22.4%	u
- O=C(Nc1ccc2c(c1)OCCO2)C1CCN(c2ncccn2)CC1
  40.6%	15.1µM*	27.8%	-16.9%	8.4%	u	4.1%	1.7%	u	0.7%	-7.6
- COc1ccccc1/C=C\C=N\NC(=O)CCn1nnc2ccccc21
  -13.6%	-17.8%	-2.9%	15.2%	7.6%	-17.5%	0.2%	13.1%	-3.2%	-1.6%	4.0
- O=C(NCCN1CCc2ccccc2C1)C1CCN(S(=O)(=O)N2CCCCC2)CC1
  8.6%	1.0%	5.0%	-0.9%	10.5%	5.5%	-12.2%	-0.6%	0.7%	5.1%	1.8
- CCOc1ccc2nc(NC(=O)C3CCCN(S(=O)(=O)c4cccc5nonc45)C3)sc2c1 (centres undefined)
  43.0%	u	-6.3%	4.6%	0.4%	23.1µM*	-2.1%	3.6%	-6.8%	-45.0%	-0.1
- Cc1occc1-c1nnc(SCc2nnc(-c3ccc(Cl)cc3)o2)n1C
  u	u	20.9%	12.2%	12.5%	21.3%	22.6%	1.2%	26.9%	31.3%	1.3
- Nc1sc(-c2ccccc2)n[n+]1Cc1cccc2cccnc12
  u	u	-11.2%	u	-7.1%	-13.5%	-0.2%	1.1%	-8.3%	-15.6%	29.6
- CC1(C(=O)Nc2ccc(S(=O)(=O)Nc3ncccn3)cc2)CCCC1
  x	x	x	x	x	19.6%	-1.2%	-1.0%	-0.1%	-4.2%	x
- Cc1ccc2oc(=O)c3cnn(CC(=O)NCCCOC(C)C)c3c2c1
  17.3%	-3.0%	-1.2%	-10.0%	1.4%	-11.4%	-3.5%	-2.2%	2.3%	2.7%	-1.8
- O=C(C(Cc1ccccc1)n1cccc1)N1CCN(c2cccc(Cl)c2)CC1 (centres undefined)
  -23.2%	0.4%	5.8%	-2.7%	3.0%	u	1.7%	2.6%	-12.6%	-49.1%	2.7
- O=c1c2ccccc2nc2n1CCC2O (centres undefined)
  23.9%	5.5%	-3.3%	13.5%	-2.4%	-18.7%	2.9%	-0.9%	-2.1%	-11.5%	0.4
- O=C(NCCCCCCNC(=O)C1CCCC1)C1CCCC1
  -4.8%	-3.2%	-7.4%	-7.9%	-3.0%	-2.5%	-4.9%	-3.4%	-4.6%	-0.5%	-5.0
- CC(=O)Oc1ccc(-c2nc3c(C)cccc3c(=O)o2)cc1
  -6.9%	-16.3%	14.5%	-10.7%	1.0%	u	7.3%	1.2%	-5.1%	-61.4%	23.0
- Cc1cc(OC(C)C(=O)NNC(=O)Nc2ccc(F)cc2F)cc(C)c1Cl (centres undefined)
  -23.6%	0.9%	-0.6%	0.4%	0.6%	0.4%	-10.3%	0.2%	0.1%	-13.8%	12.7
- CC(=O)Nc1ccc(S(=O)(=O)N2CCN(S(=O)(=O)N3CCCCC3)CC2)cc1
  6.6%	-2.4%	-7.9%	-4.1%	-8.6%	-0.1%	1.6%	-0.1%	1.6%	-13.0%	-0.1
- Nc1nonc1C(=O)NCCNC(=O)c1cccc(Cl)c1
  14.3%	0.1%	-2.8%	-2.6%	1.6%	7.5%	-7.0%	-0.4%	-0.9%	-9.4%	1.5
- Cc1ccc(S(=O)(=O)N2CCCCC2)cc1NC(=O)c1ccncc1
  x	-1.1%	0.0%	x	-0.3%	-7.1%	0.8%	0.0%	-0.2%	9.9%	3.0
- Cc1cc(OCC(=O)NCCCN2CCOCC2)c2c(C)c(C)c(=O)oc2c1
  -19.5%	-1.8%	-0.2%	-5.6%	0.9%	18.9%	-1.9%	-2.1%	5.4%	-8.6%	-1.1
- N/C(=N\N=C\c1ccc(O)cc1)c1nonc1N
  -39.7%	10.7µM*	3.55µM*	u	3.16µM*	u	u	-3.8%	u	u	0.1
- CCC1C(=O)CC(c2ccccc2)NC1c1ccccc1 (centres undefined)
  -3.4%	-11.7%	-1.4%	2.7%	-2.2%	4.1%	-4.0%	2.3%	-0.2%	-1.6%	13.6
- O=C(COC(=O)c1cccnc1Cl)c1ccc(OC(F)F)cc1
  21.8%	5.36µM*	8.0%	0.5%	-0.8%	2.8%	-4.5%	4.1%	0.3%	-7.2%	4.9
- COc1ccc(CN2C(=NC(=O)c3ccccc3)SC3CS(=O)(=O)CC32)cc1OC (centres undefined)
  3.9%	0.7%	-5.7%	-2.1%	-4.0%	u	-4.1%	-0.1%	-4.4%	-22.9%	-3.5
- NC(=O)COC(=O)/C=C/c1ccc(S(=O)(=O)N2CCCCCC2)cc1
  13.5%	-0.2%	-0.7%	-7.7%	-2.3%	-3.7%	-2.2%	8.2%	-3.4%	-14.1%	21.9
- COc1ccc(-c2nnc(SCc3c(C)noc3C)n2N)cc1OC
  -9.7%	-1.6%	-5.5%	4.8%	-4.5%	7.6%	6.1%	-3.2%	3.5%	-33.1%	-1.2
- COc1ccc(OCCCC(=O)OC(C)C(=O)Nc2ccc(NC(C)=O)cc2)cc1 (centres undefined)
  -25.3%	4.3%	-5.6%	0.0%	-2.2%	-6.0%	2.0%	0.3%	2.4%	-11.2%	2.5
- O=C(NCCCn1ccnc1)c1cc2ccccc2oc1=O
  20.4%	-9.3%	10.0%	8.7%	1.0%	29.6%	11.6%	-6.2%	1.6%	-12.6%	1.0
- Cc1ccc(C(=O)CSc2nc(C)cc(=O)[nH]2)cc1
  11.4%	-0.2%	5.9%	9.3%	1.0%	u	-5.1%	-2.5%	1.1%	8.2%	0.7
- NC(=O)c1cc(C(=O)c2ccccc2Cl)c[nH]1
  10.9%	1.9%	-1.3%	-1.5%	-2.7%	-14.3%	2.1%	-0.4%	-2.0%	-32.1%	-3.9
- CCn1cc(/C=N\NC(=O)Cc2ccc(Cl)cc2)cn1
  -123.1%	-7.0%	10.9%	u	-2.3%	7.7%	15.0%	19µM*	0.1%	-7.8%	-8.0
- C(=C\c1ccccc1)/CNn1cnnc1
  11.5%	-2.2%	-6.9%	-16.2%	0.2%	-6.4%	7.4%	1.7%	-1.6%	-0.9%	-2.9
- O=C(CSC1=NCCS1)NCc1ccco1
  23.3%	-1.2%	-1.0%	0.2%	-5.1%	11.5%	u	-5.1%	0.0%	-5.5%	0.9
- CCCCSc1n[nH]c(N)n1
  -0.4%	5.1%	-1.7%	-4.2%	0.4%	-0.6%	-11.4%	-14.7%	3.0%	-9.7%	2.2
- CC(C)(OC(=O)c1ccc(C(F)(F)F)cc1)c1cc2ccccc2c(=O)o1
  x	0.3%	1.2%	x	-0.5%	0.9%	-7.1%	4.0%	-0.9%	1.3%	16.6

Compound activity as filed in PubChem.
